CHRM4 agonist: CHRM4 agonism in calcium assay. P08173. CHO-K1 hM4/Gqi5, Fluo-8 calcium fluorescence; vehicle 0%, full acetylcholine response 100%. activation, % at 3 µM. 0.14% of 360,000 active. AID 624127;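 active means activation above the run mean over all test wells plus 3 SD, cut at about 32% in these data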;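 further: peak over basal fluorescence ratio per well then scaled between controls; 0% = DMSO wells and 100% = acetylcholine at EC100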
CRFBP-R2 block: blocks CRF-induced signaling of the CRF-BP/CRF-R2 complex; inhibition, % at 11.8 µM; HEK293 CRF-R2/CRF-BP, CRF-induced calcium fluorescence; 0.59% of 350,000 active;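 active means inhibition of the ligand-induced calcium signal above about 50% at the single tested concentration, limit read from the data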
M5 antag: antagonists of human muscarinic M5 receptor (CHRM5). P08912. CHO-hM5 cells, Fluo-8 calcium fluorescence, ACh EC80. inhibition, % at 3 µM. 0.59% of 360,000 active;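 active means inhibition above a per-plate cutoff, the mean of that plate's test compounds plus 3 SD, cut at about 27% in these data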;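 further: 0% = acetylcholine EC80 with DMSO and 100% = DMSO without agonist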
Target sequence (P08912 whole entry, looked up): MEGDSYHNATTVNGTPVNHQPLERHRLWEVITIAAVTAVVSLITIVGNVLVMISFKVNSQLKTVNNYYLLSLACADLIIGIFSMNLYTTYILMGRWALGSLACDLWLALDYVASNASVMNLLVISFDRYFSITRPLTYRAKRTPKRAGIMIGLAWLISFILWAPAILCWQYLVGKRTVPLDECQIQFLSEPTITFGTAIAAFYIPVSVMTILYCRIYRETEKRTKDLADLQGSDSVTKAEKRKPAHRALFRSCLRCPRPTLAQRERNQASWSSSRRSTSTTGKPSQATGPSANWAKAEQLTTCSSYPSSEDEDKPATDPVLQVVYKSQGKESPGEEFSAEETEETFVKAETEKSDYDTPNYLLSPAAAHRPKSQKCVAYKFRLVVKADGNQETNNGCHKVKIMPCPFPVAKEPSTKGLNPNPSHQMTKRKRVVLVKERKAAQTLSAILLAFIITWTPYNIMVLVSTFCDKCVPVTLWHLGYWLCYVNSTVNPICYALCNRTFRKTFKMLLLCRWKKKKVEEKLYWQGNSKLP
CHRM5 agonist: agonists of human muscarinic M5 receptor (CHRM5) | CHO-K1 hM5 cells, Fluo-8 calcium fluorescence; 0% DMSO wells, 100% maximal acetylcholine response | 0.19% of 360,000 active | activation, % at 3 µM | P08912;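 active means activation above the run's mean over test compounds plus 3 SD, cut at about 23% in these data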;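 further: signal is peak over basal fluorescence ratio across the kinetic read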
M4 PAM: positive allosteric modulators of human muscarinic M4 receptor | AID 624126 | CHO-K1 hM4/Gqi5, Fluo-8 calcium fluorescence, ACh EC20; 0% = ACh EC20, 100% = maximal ACh | activation, % at 3 µM | P08173 | 0.4% of 360,000 active;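 active means activation above its plate's cutoff, the mean activation of sample wells plus 3 SD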; further: some results filed as inactive read as strong as hits
M1 PAM: human CHRM1 positive allosteric modulation. P11229. CHO-K1 hM1, Fluo-8 calcium fluorescence, ACh EC20; 0% = ACh EC20, 100% = maximal ACh. activation, % at 3 µM. 0.088% of 360,000 active. AID 588819; in the data active means activation above about 19%, passing the limit was not always enough
Target sequence (P11229 whole entry, looked up): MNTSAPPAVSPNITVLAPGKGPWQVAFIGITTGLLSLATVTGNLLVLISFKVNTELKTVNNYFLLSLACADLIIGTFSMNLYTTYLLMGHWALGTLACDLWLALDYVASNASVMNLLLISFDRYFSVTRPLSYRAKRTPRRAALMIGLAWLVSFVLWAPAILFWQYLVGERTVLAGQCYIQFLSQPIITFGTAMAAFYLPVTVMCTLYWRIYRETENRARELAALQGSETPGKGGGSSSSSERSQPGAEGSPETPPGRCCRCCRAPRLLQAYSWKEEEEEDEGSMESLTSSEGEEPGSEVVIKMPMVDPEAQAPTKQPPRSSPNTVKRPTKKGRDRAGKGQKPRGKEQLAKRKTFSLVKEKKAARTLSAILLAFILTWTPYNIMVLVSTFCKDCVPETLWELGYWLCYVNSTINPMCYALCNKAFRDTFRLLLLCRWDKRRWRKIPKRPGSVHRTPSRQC
CHRM4 antagonist: blocks acetylcholine activation of human M4 receptor | CHO-hM4 cells, ACh EC80, Fluo-8 calcium fluorescence | inhibition, % at 3 µM | 0.73% of 360,000 active | AID 624125;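 active means inhibition above its plate's cutoff, the mean inhibition of sample wells plus 3 SD, cut at about 27% in these data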;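 further: 0% = acetylcholine EC80 with DMSO and 100% = DMSO without agonist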
M5 PAM: potentiates acetylcholine response at human M5 receptor; P08912; CHO-K1 hM5, Fluo-8 calcium, ACh EC20 PAM; 0% = ACh EC20, 100% = ACh EC100; activation, % at 3 µM; 0.3% of 360,000 active; AID 624038;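 active means activation above the run cutoff, the mean activation of all test compounds plus 3 SD, cut at about 18% in these data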
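Assay system: CHO-K1 hM5 cells / Incubation: Fluo-8 loading 80 min at 37 °C plus 30 min room temperature / Technique: Fluo-8 calcium dye fluorescence, kinetic read / Repeats: single replicate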
CRFBP-R2 agonist: agonists of human CRF-binding protein/CRF-R2 receptor complex; HEK293 CRF-R2/CRF-BP, calcium dye fluorescence (FLIPR); percent of saturating CRF peptide response; activation, % at 13.2 µM; 0.46% of 350,000 active;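 active means activation of at least 50%, plus an integration ratio under a set limit after plate pattern correction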;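 further: plate controls were neutral control wells without compound for no effect and CRF at EC100 for full effect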
Numbers without * were called inactive; / = no result given.

| CHRM4 agonist | CRFBP-R2 block | M5 antag | CHRM5 agonist | M4 PAM | M1 PAM | CHRM4 antagonist | M5 PAM | CRFBP-R2 agonist | Compound |
| --- | --- | --- | --- | --- | --- | --- | --- | --- | --- |
| 2 | -11 | 12 | 1 | -4 | 11 | -13 | -3 | -1.0 | O=C(Nc1ccc(N2CCN(C(=O)c3ccccc3)CC2)cc1)c1cccnc1 |
| 9 | -5 | 12 | 0 | -3 | 4 | -12 | -15 | 2.2 | NC(=O)c1ccsc1NC(=O)COC(=O)Cc1n[nH]c(=O)c2ccccc12 |
| 1 | 10 | -1 | -1 | 14 | 10 | 8 | 2 | 3.2 | COCC(=O)Nc1ccc(Br)cc1 |
| -1 | 7 | 1 | 2 | 3 | 9 | 22 | -2 | -0.8 | Cc1ccc(-n2c(C)nc3ccsc3c2=O)cc1 |
| 1 | -6 | 4 | 1 | 3 | 6 | -6 | -2 | 3.9 | CC(=O)Nc1ccc(C(=O)COC(=O)CCS(=O)(=O)c2ccccc2)cc1 |
| 14 | / | -4 | 6 | -1 | / | -20 | -2 | / | COc1cc2c(cc1OC)/C(=C/C(=O)OCc1ccccc1)OC2 |
| 0 | -3 | 1 | 2 | 5 | 5 | 7 | 11 | 0.1 | CCCOC(=O)C1NC(=O)N2C(C(=O)OCCC)C(C)(C)S[C@H]12 (stereo partly drawn) |
| 2 | -11 | 5 | -3 | -2 | 7 | 2 | -5 | -1.4 | COc1ccc(-n2nc3c(c2NC(=O)c2ccccc2S(=O)(=O)C(F)F)CS(=O)(=O)C3)cc1 |
| 3 | 1 | 6 | 4 | -4 | 2 | 1 | 0 | -0.8 | COC1CCCN(C(=O)c2cccc(OC3CCN(S(=O)(=O)N(C)C)CC3)c2)C1 (stereo not drawn) |
| 6 | -8 | -1 | 1 | 0 | 11 | -13 | 1 | 6.7 | COCCCN1C(=O)c2ccc(C(=O)N3CCN(c4ccccc4OC)CC3)cc2C1=O |
| 1 | 0 | 0 | -5 | 7 | 5 | -13 | 2 | -0.1 | Cc1ccc2c(c1)cc(C(=O)N[C@@H](Cc1ccccc1)C(=O)O)n2C |
| 2 | -8 | 2 | 2 | -1 | -4 | -2 | -9 | 7.2 | COc1ccc(CCNc2nc3ccccc3n3nnnc23)cc1OC |
| 1 | -6 | -2 | 2 | 3 | 2 | -13 | -2 | 1.5 | Cc1cccc(CC2CC(=O)N(c3ncccn3)C2=O)c1 (stereo not drawn) |
| 2 | -8 | 11 | -5 | 1 | 5 | -5 | -6 | -0.4 | COc1ccc(C(=O)C2CCN(C(=O)Nc3ccccc3C)CC2)cc1 |
| 9 | 0 | 0 | 6 | -1 | 1 | 0 | -7 | -3.2 | CC(C)Oc1ccc(/C=C(\C#N)C(=O)NC2CC2)cc1 |

Exported as a markdown table: part of the list above.
| compound | CHRM4 agonist | CRFBP-R2 block | M5 antag | CHRM5 agonist | M4 PAM | M1 PAM | CHRM4 antagonist | M5 PAM | CRFBP-R2 agonist |
| --- | --- | --- | --- | --- | --- | --- | --- | --- | --- |
| Cc1cccc(CC2CC(=O)N(c3ncccn3)C2=O)c1 (stereo not drawn) | 1 | -6 | -2 | 2 | 3 | 2 | -13 | -2 | 1.5 |
| COCC(=O)Nc1ccc(Br)cc1 | 1 | 10 | -1 | -1 | 14 | 10 | 8 | 2 | 3.2 |
| CC(=O)Nc1ccc(C(=O)COC(=O)CCS(=O)(=O)c2ccccc2)cc1 | 1 | -6 | 4 | 1 | 3 | 6 | -6 | -2 | 3.9 |
| NC(=O)c1ccsc1NC(=O)COC(=O)Cc1n[nH]c(=O)c2ccccc12 | 9 | -5 | 12 | 0 | -3 | 4 | -12 | -15 | 2.2 |
| CC(C)Oc1ccc(/C=C(\C#N)C(=O)NC2CC2)cc1 | 9 | 0 | 0 | 6 | -1 | 1 | 0 | -7 | -3.2 |
| Cc1ccc(-n2c(C)nc3ccsc3c2=O)cc1 | -1 | 7 | 1 | 2 | 3 | 9 | 22 | -2 | -0.8 |

Next results.
| CHRM4 agonist | CRFBP-R2 block | M5 antag | CHRM5 agonist | M4 PAM | M1 PAM | CHRM4 antagonist | M5 PAM | CRFBP-R2 agonist | Compound |
| --- | --- | --- | --- | --- | --- | --- | --- | --- | --- |
| 0 | 8 | 0 | 0 | -2 | 3 | 2 | 1 | 2.9 | Cc1ccc(-n2c(=S)[nH]c3nc4c(cc3c2=O)COC(C)(C)C4)cc1 |
| 1 | 23 | 6 | 1 | 0 | 7 | 6 | 8 | -2.1 | CC(C)C(NC(=O)c1ccccc1Br)c1ccccc1 (stereo not drawn) |
| 18 | -2 | -3 | -3 | -10 | -10 | 11 | -6 | 0.0 | COc1cccc(NC(=O)CSc2nc3c(sc4ccccc43)c(=O)n2CCCN2CCCC2)c1 |
| 0 | 21 | 4 | -2 | -4 | 5 | 0 | -5 | -2.2 | O=C(OCC1CC(c2ccccc2Cl)=NO1)c1ccc(Br)cc1 (stereo not drawn) |
| 0 | -2 | 5 | -4 | 5 | 16 | 7 | -4 | -1.4 | CC(=O)Nc1ccc(S(=O)(=O)NC2=NCN(c3ccc([N+](=O)[O-])cc3)CN2)cc1 |
| 2 | -6 | -4 | -3 | 7 | 15 | -5 | -6 | -0.1 | C/C(=N\NC(=O)c1ccc([N+](=O)[O-])cc1Cl)c1ccccc1 |
| 2 | 5 | -2 | 2 | -4 | -2 | 7 | -4 | -5.5 | Cc1csc(SCC(=O)Nc2ccc(S(=O)(=O)N3CCCC3)cc2)n1 |
| 1 | -1 | 6 | -3 | -9 | 6 | 3 | 0 | -3.9 | COc1ccc(OC)c(-c2csc(CCn3nc(C)cc3C)n2)c1 |
| 0 | 10 | 5 | 0 | 2 | -4 | 4 | -5 | 5.0 | COC(=O)C1CCN(C(=O)/C=C/c2ccccc2)CC1 |
| 6 | -5 | -3 | -4 | 18 | -12 | 3 | 2 | 5.0 | O=C(NC(Cc1ccccc1)C(=O)N1CCN(c2ccccn2)CC1)c1ccco1 (stereo not drawn) |
| -1 | -6 | -2 | -1 | 2 | 8 | 6 | 1 | -0.5 | O=C1CCc2cc(S(=O)(=O)NCCC(=O)NC3CCN(Cc4ccccc4)CC3)ccc2N1 |
| 0 | -12 | 15 | -3 | -4 | 9 | 3 | -1 | 1.8 | CCN1CCN(C(=O)c2cc3cc(F)ccc3[nH]2)CC1 |
| 7 | 17 | 7 | -8 | 3 | 0 | -12 | -33 | -6.6 | COc1cc(NC(=O)c2cccs2)c(C(=O)OCC(=O)NC(C)c2ccccc2)cc1OC (stereo not drawn) |
| -1 | -10 | 0 | -1 | 6 | 16 | -14 | -1 | -3.7 | CC(c1ccccc1C(=O)O)c1cc(F)cc2ccccc12 (stereo not drawn) |
| 0 | -33 | 4 | -1 | -3 | -10 | 5 | -2 | -7.9 | CNC(=O)CSc1nc2nn(-c3ccccc3)c(=O)c-2c2n1CCCCC2 |
| 1 | 9 | 3 | -4 | 0 | 12 | -1 | 6 | -0.8 | CCC(C)Sc1nnc(CSc2nc(C)cc(C)n2)n1C (stereo not drawn) |
| 1 | -1 | 0 | -4 | 8 | 8 | -2 | 2 | -1.4 | COc1ccc(/C=C(\C#N)C(=O)NCC2CCCO2)cc1OC (stereo not drawn) |
| 7 | -4 | 18 | -5 | -10 | -11 | 21 | -15 | -3.4 | Cc1cc(C)nc(NC(=NCCc2c[nH]c3ccccc23)NC(=O)Nc2ccccc2)n1 |
| 0 | 16 | 8 | -5 | -2 | 0 | 6 | -1 | 0.2 | O=C(CN1C2CCCC1CC(NC(=O)C1CCCCC1)C2)Nc1ccccc1C(F)(F)F (stereo not drawn) |
| 5 | / | 6 | 0 | 0 | -5 | 0 | 3 | / | Cc1cccc(C)c1-n1nnnc1SCc1nc(N)nc(N(C)C)n1 |
| 2 | -3 | -6 | -3 | 8 | 9 | -7 | 3 | -3.2 | CCCS(=O)(=O)N1CCCC(C(=O)NCCCN2CCN(c3ccc(F)cc3)CC2)C1 (stereo not drawn) |
| 2 | 8 | 11 | -3 | 1 | 12 | 2 | 0 | -1.4 | Nc1ccn(Cc2ccc(F)cc2)n1 |
| 0 | -5 | 19 | 4 | 5 | 4 | -5 | -6 | 2.1 | COc1ccc2c(c1)C(O)C(CO)C(C(=O)O)C2 (stereo not drawn) |
| 1 | -1 | -2 | 0 | 1 | 4 | 0 | 0 | 0.4 | CCOC(=O)Cc1csc(SCC(=O)N2CCN(c3ccc(OC)cc3)CC2)n1 |
| 2 | -5 | -3 | -2 | 26 | 3 | -4 | 6 | 0.5 | Cc1c(Cl)ccc2c1NC(=O)[C@]21[C@@H]2C(=O)N(Cc3ccccc3)C(=O)[C@@H]2[C@@H]2CCCN21 |
| -1 | -24 | -3 | -1 | 5 | 11 | 4 | 4 | -0.1 | CC(C)c1nc(Cl)c(C#N)c2c1CSC(C)(C)C2 |
| 2 | -14 | -5 | -2 | 4 | 1 | -5 | 7 | -1.0 | Cc1ccc(S(=O)(=O)NCCN2CCOCC2)c(C)c1 |
| 1 | -8 | 1 | -1 | 0 | 7 | -2 | 1 | -0.3 | COC(=O)Oc1c(Br)c(=O)oc2ccccc12 |
| 2 | -24 | -7 | 17 | 3 | 3 | -18 | 2 | 3.6 | COc1ccc(C2c3cc4c(cc3OC(N3CCOCC3)C2C)OCO4)c(OC)c1 (stereo not drawn) |
| 1 | -5 | 6 | -6 | 5 | -4 | -9 | 2 | 0.3 | O=[N+]([O-])c1cccc(-c2nnc(SCc3cccnc3)o2)c1 |
| 0 | 0 | 2 | -3 | 7 | 16 | -6 | 4 | -1.2 | CCOc1ccc2ccccc2c1C1NC(=O)N(C)C(C)=C1C(=O)OCCOC (stereo not drawn) |
| 4 | 19 | -3 | -8 | 2 | -19 | -18 | -9 | -2.7 | Cc1cc(C)c(C#N)c(SCc2nnc(-c3ccccc3)o2)n1 |
| 1 | -1 | 5 | -3 | -6 | 12 | 0 | 4 | -1.0 | CC(C)N1C(=O)CCC1C(=O)NCc1cccs1 (stereo not drawn) |
| 1 | -7 | -2 | -1 | 3 | 4 | -7 | 8 | 4.8 | CNC(=O)C(Sc1nc(C)nc2c1oc1ccccc12)C(C)=O (stereo not drawn) |
| 0 | 4 | 7 | 0 | -8 | 2 | 5 | -8 | 0.8 | C=CCOC(=O)C1=C(C)OC(N)=C(C#N)C1c1ccc(OC)c(CSc2ccccn2)c1 (stereo not drawn) |
| 7 | -16 | 1 | 4 | -11 | 3 | 3 | -2 | -0.6 | N#CCCn1nc(-c2ccccc2)cc1Nc1ccccc1NC(=O)C(F)(F)F |
| -1 | -33 | -1 | -5 | 4 | 8 | -7 | -3 | 2.3 | Cc1ccc(-c2cc(C(F)F)nc(NCC3CCCO3)n2)cc1 (stereo not drawn) |
| 0 | -2 | 9 | -1 | -5 | 3 | 8 | 0 | 0.0 | CNc1ccc(Cl)cc1C(N)=O |
| 1 | 1 | 1 | 2 | 3 | -13 | -3 | 0 | -2.4 | CC1(C)CC(=O)N(CC(=O)NCc2ccc(F)cc2)c2ccccc2S1(=O)=O |
| 4 | / | -1 | -2 | -6 | 5 | -6 | -4 | / | O=C(Nc1ccccc1Cl)c1cc(C2CCCN(C(=O)CCCc3ccccc3)C2)on1 (stereo not drawn) |
| 0 | 0 | 2 | -16 | 0 | -5 | 3 | -12 | -1.4 | C(=N\N1CCN(Cc2ccccc2)CC1)/c1cccs1 |
